hIAP block: human IAP inhibition | P09923 | purified IAP, CDP-Star luminescence, 30 min | inhibition, % at 10 µM | 0.12% of 330,000 active | AID 2544;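 active = inhibition reaching a set limit with compound at 10 µM in the primary screen, cut at about 35% in these data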;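 also: plate controls were DMSO wells with enzyme for no effect and no-enzyme buffer wells for full effect; values of inactives mirror those of a sister screen read the other way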
Target sequence (P09923 whole entry, looked up): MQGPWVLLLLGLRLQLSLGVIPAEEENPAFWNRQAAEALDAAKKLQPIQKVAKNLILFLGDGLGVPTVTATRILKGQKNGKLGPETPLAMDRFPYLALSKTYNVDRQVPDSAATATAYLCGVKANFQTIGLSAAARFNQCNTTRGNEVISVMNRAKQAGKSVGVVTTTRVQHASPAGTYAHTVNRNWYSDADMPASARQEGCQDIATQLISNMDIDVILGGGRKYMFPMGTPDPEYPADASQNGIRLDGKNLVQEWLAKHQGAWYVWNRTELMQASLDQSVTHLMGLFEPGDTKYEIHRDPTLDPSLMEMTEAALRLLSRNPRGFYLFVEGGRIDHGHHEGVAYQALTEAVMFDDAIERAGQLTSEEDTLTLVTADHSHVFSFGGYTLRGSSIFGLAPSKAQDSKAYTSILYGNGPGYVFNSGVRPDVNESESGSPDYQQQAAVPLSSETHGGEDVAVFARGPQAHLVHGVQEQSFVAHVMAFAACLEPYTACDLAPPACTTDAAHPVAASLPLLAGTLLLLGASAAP
GRIN3A LBD mod: NR3A (human) ligand-binding domain modulation; NR3A LBD differential scanning fluorimetry, Tm shift; 0% = protein alone, 100% = glycine-bound protein; Tm shift relative to glycine control, % at 25 µM; 2.5% of 340,000 active; AID 1259313;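 active = melting temperature shift of at least 10% of the positive control shift, at one fixed dose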
mIAP block: mouse IAP inhibition. purified mouse IAP, CDP-Star luminescence, 30 min. inhibition, % at 10 µM. 0.2% of 330,000 active;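 active = inhibition of at least 40% at 10 µM in the primary screen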;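 also: plate controls were DMSO with enzyme for no effect and no enzyme wells for full effect; values of inactives mirror those of a sister screen read the other way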
hIAP act: increases human intestinal alkaline phosphatase activity; P09923; purified human IAP, CDP-Star luminescence, 30 min; stronger effect = higher value; 1 = vehicle-only enzyme, 0 = enzyme-free background; activation factor at 10 µM; 0.16% of 330,000 active; AID 2524;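 active = activation factor of the enzyme at least 2-fold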; also: the source names both 10 and 20 µM as test concentration; values of inactives mirror those of a sister screen read the other way
MIN6 prolif: induces beta-cell replication in MIN6 cells. MIN6 cells proliferation, ATPlite luminescence, 48 h; cells starved in 0.2% serum; 100% = growth in 10% serum. proliferation, % at 10 µM. 0.29% of 330,000 active. AID 2380;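 active = compounds whose signal lies at least 3.5 SD above the mean of all wells on their plate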;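 also: 0% = DMSO-treated cells in low-serum medium and 100% = 10% serum control; some compounds called inactive have numbers as strong as hits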
A3G deaminase: inhibitors of human APOBEC3G DNA deaminase; Q9HC16; recombinant A3G, ssDNA deamination FAM/TAMRA fluorescence; inhibition, % at 20 µM; 0.28% of 330,000 active; AID 493012;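 active = inhibition of at least 40% at 20 µM, with no more than 30% in the related APOBEC3A deaminase screen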;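 also: plate controls were DMSO wells with A3G for no effect and wells lacking A3G enzyme for full effect; some compounds called inactive have numbers as strong as hits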
Target sequence (Q9HC16 whole entry, looked up): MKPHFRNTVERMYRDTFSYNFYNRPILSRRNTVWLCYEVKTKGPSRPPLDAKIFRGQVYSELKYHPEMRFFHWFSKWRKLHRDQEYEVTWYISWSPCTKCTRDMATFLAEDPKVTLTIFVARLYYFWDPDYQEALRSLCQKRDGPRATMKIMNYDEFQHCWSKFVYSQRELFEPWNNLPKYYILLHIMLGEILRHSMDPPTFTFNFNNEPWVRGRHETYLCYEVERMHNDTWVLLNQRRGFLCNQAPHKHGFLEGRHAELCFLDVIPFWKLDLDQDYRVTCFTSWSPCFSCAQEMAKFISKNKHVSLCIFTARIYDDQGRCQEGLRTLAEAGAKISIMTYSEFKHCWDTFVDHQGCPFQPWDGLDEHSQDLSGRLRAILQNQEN
MPTP inh: inhibitors of mitochondrial permeability transition pore; isolated mouse mitochondria, Ca2+ swelling absorbance, 30 min; inhibition, % at 10 µM; 1.4% of 360,000 active; AID 602449;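 active = inhibition of 50% or more, scaled per plate between neutral and stimulator controls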;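 also: 0% = DMSO wells given calcium and 100% = 1 mM EGTA wells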
APOBEC3A inh: blocks human APOBEC3A ssDNA deamination | P31941 | recombinant A3A, FAM/TAMRA ssDNA deamination fluorescence | inhibition, % at 20 µM | 0.41% of 330,000 active | AID 493011;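 active = at least 40% inhibition at 20 µM here, with at most 30% in a related deaminase screen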;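 also: plate controls were A3A with DMSO for no effect and wells lacking A3A enzyme for full effect; some results filed as inactive read as strong as hits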
mIAP activ: increases mouse intestinal alkaline phosphatase activity; activation factor at 10 µM; 0.24% of 330,000 active; muIAP, CDP-Star luminescence, 30 min; stronger effect = higher value; 1 = vehicle-only enzyme signal, 0 = enzyme-free wells;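 active = activation factor of at least 2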; also: the source names both 10 and 20 µM as test concentration; values of inactives mirror those of a sister screen read the other way
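Assay system: mouse IAP enzyme; reagent: chemiluminescent substrate CDP-Star; dosing: test compounds delivered from DMSO solution; schedule: 30 min at room temperature; measured by: luminescence from enzymatic CDP-Star hydrolysis; controls: DMSO-only wells and no-enzyme negative control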
The depositor's hits bear a star; · = no result given.

SMILES	hIAP block	GRIN3A LBD mod	mIAP block	hIAP act	MIN6 prolif	A3G deaminase	MPTP inh	APOBEC3A inh	mIAP activ
O=C(CNC(=O)c1cccc(Cl)c1)N/N=C/C=C/c1ccccc1	2.4	-2.0	8.3	0.976	1.2	-5.5	0.0	-2.0	0.917
COc1cc(CN2CCC(CO)(Cc3cccc(C(F)(F)F)c3)CC2)ccc1F	2.0	0.4	7.2	0.98	-5.6	-7.6	2.0	-1.6	0.928
O=C(CCC(=O)Nc1ccc(F)cc1)N/N=C/c1cccs1	9.0	-2.5	10.3	0.91	3.2	-5.0	-0.8	0.7	0.897
O=C(NCCCN1CCCC1=O)C1CCC(CNS(=O)(=O)c2ccc(Cl)cc2)CC1 (stereo not given)	-17.5	-2.8	5.4	1.18	-3.5	6.4	1.6	0.2	0.946
Cc1cc(NC(=O)c2cc(-c3ccccc3)on2)no1	8.6	1.9	5.0	0.914	-1.3	-6.3	0.5	-2.9	0.95
CCc1cccc(C)c1NC(=O)CCCSc1nc2ccccc2s1	-4.9	-1.4	-25.8	1.05	-0.7	-4.2	4.7	-2.5	1.26
COc1ccc(-c2cc(C(F)(F)F)nc(SCC(=O)NCc3cccs3)n2)cc1OC	-2.0	-1.5	2.8	1.02	0.0	-4.1	6.0	-2.9	0.972
O=C(NCCN1CCOCC1)C1CCN(S(=O)(=O)N2CCCC2)CC1	-3.7	-2.1	-4.6	1.04	-1.4	-5.9	-0.6	-0.8	1.05
NS(=O)(=O)c1ccc(CNS(=O)(=O)c2ccc3ccccc3c2)cc1	5.2	-3.8	7.0	0.948	-2.1	-8.0	-1.8	-2.5	0.93
COc1ccc(N=C2C(=O)Nc3ccccc32)cc1	-11.6	-1.0	-4.3	1.12	-2.3	-5.3	-0.9	-7.2	1.04
Fc1ccc(Br)cc1/C=N/n1cnnc1	2.4	0.5	2.6	0.976	3.6	-3.6	-1.5	2.1	0.974
NS(=O)(=O)c1cccc(NC(=O)CSc2n[nH]c(-c3cccs3)n2)c1	-8.9	-0.3	17.3	1.09	-1.9	-2.3	-1.5	-1.4	0.827
Nc1nc(SCc2ccccc2Cl)ns1	9.6	2.6	-10.8	0.904	-1.6	-2.6	1.6	-3.7	1.11
CC(C)(C)c1ccc(OCCCNC2CCCC2)cc1	-19.5	-1.6	-1.8	1.2	-4.7	-7.1	44.3	-4.2	1.02
CCOC(=O)c1ccccc1NC(=O)Nc1ccc(OC)c(OC)c1	7.4	0.5	-0.2	0.926	-0.2	-0.2	0.5	1.6	1
O=C(c1cc(COc2ccc(F)cc2F)on1)N1C[C@H]2CC[C@H]1C2	-7.7	-1.6	3.6	1.08	-4.9	-4.1	0.2	-3.0	0.964
CCOc1ccc(NC(=O)C2CCN(C(=O)C3CC(=O)N(c4ccc(C)cc4)C3)CC2)cc1 (stereo not given)	7.1	-1.7	2.9	0.929	6.2	-10.6	0.2	-0.4	0.971
O=C(NCCc1ccccc1)C(=O)NCC1OCCCN1S(=O)(=O)c1cccs1 (stereo not given)	-19.3	-0.6	8.5	1.19	-2.4	-7.3	0.3	-5.1	0.915
O=C(O)CSCCn1cccn1	7.9	2.0	-5.1	0.921	-0.9	-0.4	1.7	2.3	1.05
CCCCCCN(C(=O)CCCCCN1C(=O)NC(c2ccc([N+](=O)[O-])cc2)C(C(=O)OCc2ccccc2)=C1C)C(C(=O)NCCCC)C1CCCCC1 (stereo not given)	·	3.4	1.0	·	·	5.8	1.7	3.7	0.99
COc1cc(CCC(=O)N2CCN(S(=O)(=O)c3ccc(C)c(C)c3)CC2)cc(OC)c1OC	-5.3	-0.7	-2.5	1.05	1.8	-5.7	-1.6	-0.5	1.02
CC(=O)Nc1cccc(C(=O)/C=C/c2ccc(/C=C/C(=O)c3cccc(NC(C)=O)c3)cc2)c1	16.5	·	4.7	0.835	-5.2	-4.1	·	1.0	0.953
NC(=O)c1ccc(Nc2ccc3c(c2)CCC3)c([N+](=O)[O-])c1	13.0	2.2	11.2	0.87	-5.1	-7.1	0.8	-3.0	0.888
C=CCNCCOc1ccc(C(C)(C)c2ccccc2)cc1	3.0	-0.9	5.4	0.97	-3.5	-4.6	77.6*	-2.8	0.946
CCn1nc(C)c(/C=N/NC(=O)Cn2nnc(N)n2)c1C	-2.5	1.0	4.5	1.02	-2.2	-8.4	-1.9	-4.1	0.955
Cc1ccc(S(=O)(=O)c2c(COC(=O)c3ccc(Cl)cc3)c(-c3ccccc3)nn2C)cc1	6.8	-0.5	6.3	0.932	-4.5	-3.0	12.7	1.2	0.937
COc1ccc(S(=O)(=O)N(C)CC(=O)NCC2CCCO2)cc1OC (stereo not given)	-1.2	-2.3	-7.0	1.01	-0.6	-4.6	-0.2	-0.2	1.07
CCCn1cc(S(=O)(=O)c2ccc(Cl)cc2)c(=O)c2cc(OC)ccc21	10.7	-0.8	-4.5	0.893	-1.0	-2.7	-2.3	-2.3	1.04
COc1ccccc1/C=C/C(=O)NC1CC2CCC1C2 (stereo not given)	14.5	-0.5	4.2	0.855	-2.1	-9.1	0.3	-6.6	0.958
CCOc1cc(CNCc2cccnc2)cc(Br)c1OCC(N)=O	-3.5	-0.5	0.1	1.03	-2.8	-3.6	1.4	-5.6	0.999
N=C(N)SCc1ccccn1	-21.6	-2.4	0.2	1.22	2.1	-5.1	-2.0	-0.6	0.998
O=C(Cn1nnc2ccccc21)c1ccc(Br)cc1	-3.2	-1.6	8.0	1.03	-2.6	2.8	-0.6	8.6	0.92
CCOc1ccc(C2NC(=O)Cc3cc(OC)c(OC)cc32)cc1 (stereo not given)	29.4	1.2	-3.9	0.706	1.5	2.4	-0.1	1.9	1.04
CCCCC1=CC2=C(c3ccco3)C(=O)C(C)(OC(=O)c3ccc(OC)cc3)C(=O)C2=CN1CC1CC1 (stereo not given)	-0.4	0.0	5.2	1	-7.7	-3.8	-0.5	2.3	0.948
CCNc1ccc(Br)cc(C(=O)/C=C/c2ccc(Cl)cc2)c1=O	9.8	-3.0	24.8	0.902	-5.2	13.4	7.2	20.4	0.752
COc1ccc(OC)c(N2CC(O)(c3cccs3)[N+]3=C2SCCC3)c1 (stereo not given)	10.1	0.7	2.4	0.899	-3.8	-10.4	0.1	1.0	0.976
CN(CC(=O)Nc1ccc(Cl)c(C(F)(F)F)c1)C(=O)CCC(=O)c1ccccc1	-11.6	-2.9	13.5	1.12	-4.7	-0.4	2.6	0.8	0.865
Cc1ccc(C(=O)Nc2nc3ccc(S(C)(=O)=O)cc3s2)s1	5.2	6.1	-7.6	0.948	-4.9	-2.0	2.6	-0.8	1.08
C=CC[N+]1(CC=C)CCOCC1	-5.7	0.2	-0.1	1.06	3.4	-9.8	2.6	-1.5	1
CCCCC(=O)Oc1ccccc1C1SCc2cc(C)c(C)cc2CS1	-12.1	-5.2	0.8	1.12	-1.4	-0.7	-0.1	-2.2	0.992
CN(C)S(=O)(=O)c1cccc(NC(=O)CSc2nc3c(cc2C#N)C(=O)CC(C)(C)C3)c1	1.1	-6.0	4.0	0.989	0.0	-10.1	2.6	-4.7	0.96
O=C(/C=C/c1nc2ccccc2s1)N1CCCCCC1	14.0	-1.8	8.2	0.86	-1.7	5.2	-0.4	-2.0	0.918
CN(C(=O)OC(C)(C)C)[C@H](Cc1ccccc1)C(=O)N[C@H]1CCCCNC1=O	·	-0.7	2.1	·	·	-0.9	1.0	0.8	0.979
Cc1nc(-c2ccc(S(=O)(=O)N3CCCN(CCc4ccccc4)CC3)s2)cs1	-127.0	-0.9	13.2	2.27*	-0.9	-7.6	44.9	-1.8	0.868
CCN(CC)CCCNC(=O)c1cn(CC)c2cc(N3CCN(C(=O)c4ccco4)CC3)c(F)cc2c1=O	-9.7	-1.0	10.7	1.1	2.2	-0.8	-0.9	-1.9	0.893
CN(CC(=O)Nc1ccc2c(c1)CCC2)CC(=O)Nc1ccccc1Br	1.7	-6.2	-2.5	0.983	3.2	9.3	-1.3	-1.5	1.02
CCCn1c(SCC(=O)c2cc(C)n(C3CC3)c2C)n[nH]c1=O	-4.0	0.5	3.5	1.04	3.3	-8.9	0.0	-5.6	0.965
C/C(N)=C(/C#N)C(=O)COC(=O)[C@@H](NC(=O)c1ccccc1Cl)C(C)C	-8.5	-0.4	-4.2	1.08	-2.7	12.4	1.1	3.3	1.04
O=C(COc1coc(CN2CCN(c3ccccc3F)CC2)cc1=O)NC1CCCC1	0.0	1.6	-5.9	1	1.7	-9.5	-0.5	-1.4	1.06
CC(=O)[C@@H]1[C@@H](C)N(Cc2ccccc2)C(=O)N[C@H]1c1cccc(C(F)(F)F)c1	-13.9	-1.0	0.5	1.14	-2.6	2.3	-0.1	-0.5	0.995

(cont.)
SMILES	hIAP block	GRIN3A LBD mod	mIAP block	hIAP act	MIN6 prolif	A3G deaminase	MPTP inh	APOBEC3A inh	mIAP activ
CN(Cc1cccs1)C(=O)Cc1c[nH]c2ccccc12	-9.6	-0.3	6.3	1.09	0.0	-5.0	0.8	1.1	0.937
C/C=C(\C)c1nnc(NC(=O)c2ccco2)s1	-4.3	-0.1	4.8	1.04	-2.1	-2.3	-3.2	-1.8	0.952
Cc1cccc(NC(=S)N(CCN(C)C)Cc2cc3cc(C)ccc3[nH]c2=O)c1	13.8	-3.2	-9.3	0.862	-5.8	-1.2	-0.2	1.9	1.09
N/C(=N\OC(=O)C12CC3CC(CC(C3)C1)C2)c1ccccc1	0.3	0.5	-6.5	0.997	-4.9	-3.2	-0.8	-2.4	1.06
CN1CCN(CC(O)COc2ccc(C(=O)O)cc2)CC1 (stereo not given)	-24.1	-2.4	-5.4	1.24	-0.3	-4.0	-0.9	-4.0	1.05
COc1cc(C2=NOC(C(=O)NCc3cccs3)C2)cc(OC)c1OC (stereo not given)	-3.1	-0.1	-3.4	1.03	-4.0	-1.9	0.6	0.6	1.03
CC1(C(=O)O)Oc2cccnc2NC1=O (stereo not given)	-9.4	0.3	7.7	1.09	-1.2	-7.0	-1.6	-5.1	0.923
CCC(=O)C1CCCN(C(=O)CCc2nnc(-c3ccc4c(c3)OCO4)o2)C1 (stereo not given)	-17.4	0.1	0.4	1.17	-1.6	0.2	0.2	-5.6	0.996

Random excerpt: five compounds from above, in no set order.
SMILES	hIAP block	GRIN3A LBD mod	mIAP block	hIAP act	MIN6 prolif	A3G deaminase	MPTP inh	APOBEC3A inh	mIAP activ
CN1CCN(CC(O)COc2ccc(C(=O)O)cc2)CC1 (stereo not given)	-24.1	-2.4	-5.4	1.24	-0.3	-4.0	-0.9	-4.0	1.05
Cc1cccc(NC(=S)N(CCN(C)C)Cc2cc3cc(C)ccc3[nH]c2=O)c1	13.8	-3.2	-9.3	0.862	-5.8	-1.2	-0.2	1.9	1.09
N/C(=N\OC(=O)C12CC3CC(CC(C3)C1)C2)c1ccccc1	0.3	0.5	-6.5	0.997	-4.9	-3.2	-0.8	-2.4	1.06
CN(Cc1cccs1)C(=O)Cc1c[nH]c2ccccc12	-9.6	-0.3	6.3	1.09	0.0	-5.0	0.8	1.1	0.937
CC1(C(=O)O)Oc2cccnc2NC1=O (stereo not given)	-9.4	0.3	7.7	1.09	-1.2	-7.0	-1.6	-5.1	0.923

Screens deposited in PubChem BioAssay by Sanford-Burnham Center for Chemical Genomics.

Rows are unselected; about 5% have a hit in one of these screens.
